# Screens from PubChem.
# A549 tox: Nrf2 qHTS screen for inhibitors: counterscreen for cytotoxicity; 390,000 compounds, 0.16% hits; Potency, µM (titrated, usually from 46 µM), for inactives: at the top dose activity change, negative = cytotoxicity, hits mostly inhibitors; A549 ARE-Fluc cells, CellTiter-Fluor viability, 18-24 h; also: % is scaled to controls: 0 for no effect and ±100 for the full control effect
#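 A549 ARE-Fluc cells in 5% FBS OPTI-MEM, 5000 cells/well, rested 2 h then exposed to compounds in concentration-response for 18-24 h at 37 °C. Viability by CellTiter-Fluor fluorescence (Ex 405/Em 525) after 30 min; luciferase luminescence (BugLite, 15 min, RT) read afterwards.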
# ATXN2 expr inh: Primary qHTS for Inhibitors of ATXN expression. HEK-293 ATXN2-luciferase reporter, luminescence, 24 h. Potency, µM (top dose mostly 57 µM), for inactives: top-dose activity change, negative = inhibition, most hits filed as inhibitors. 360,000 compounds, 0.72% hits. AID 1745845, 2022; also: % is scaled to controls: 0 for no effect and ±100 for the full control effect; nearly all actives have a fitted effect of over 55% in size
#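 qHTS (up to 57 uM final) was run with 24 h compound exposure of reporter cells at 37 °C. Each well was multiplexed: SteadyGlo luminescence measured ATXN2-luciferase expression after a fluorogenic Gly-Phe-AFC viability readout (25 uM final).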
# Nrf2 block: Nrf2 qHTS screen for inhibitors | A549 ARE-Fluc reporter, luciferase luminescence, 18-24 h | AID 504444, 2011 | 360,000 compounds, 2.1% hits | Potency, µM (top dose mostly 46 µM), without a hit: top-dose activity change, negative = inhibition, hits mostly inhibitors; also: % is scaled to controls: 0 for no effect and ±100 for the full control effect; nearly all actives have a fitted effect of over 60% in size
#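 Two sequential reads on A549 ARE_Fluc cells exposed to compound for 18-24 h: a CellTiter-Fluor fluorescence read for viability, then a luciferase luminescence read for Nrf2/ARE activity.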
# S2 tox: Viability Counterscreen for Primary qHTS for Inhibitors of ATXN expression. S2 cells (HEK-293 line with an ATXN2-luciferase reporter) viability, CellTiter-Fluor protease fluorescence, 24 h. Potency, µM (titrated, usually from 56.7 µM), usual class: cytotoxic. 400,000 compounds, 0.49% hits. AID 651635, 2014; also: nearly all actives have a fitted effect of over 40% in size
# Nrf2 activator: qHTS of Nrf2 Activators; AREc32 ARE-luciferase reporter (MCF7-derived line), luminescence, 24 h; Potency, µM (series often up to 46.1 µM), for inactives: at the highest dose activation, actives largely listed as activators; 410,000 compounds, 0.31% hits; also: % of control where 0% means no effect; nearly all actives have a fitted effect of over 65% in size
#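 ARE activation measured as luciferase luminescence (Steady-Glo, 30 min RT) in AREc32_Fluc cells after 24 hr compound exposure at 37 deg C, 5% CO2; cells seeded overnight at 1000/well in OPTI-MEM, 5% FBS.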
# TGFb SMAD3 inh: qHTS for Inhibitors of TGF-b; HepG2 CAGA-GFP TGF-b/SMAD3 reporter, GFP fluorescence, 18 h; TGF-beta stimulated, 500 pg/mL final; Potency, µM (titrated, usually from 46.1 µM), for the others: top-dose activity, negative = inhibition, most hits filed as inhibitors; 410,000 compounds, 1.2% hits; also: % is scaled to controls: 0 for no effect and ±100 for the full control effect; nearly all actives have a fitted effect of over 65% in size
#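 Inhibition was scored as loss of TGF-beta-induced (500 pg/mL final, 18 hours, 37 degrees C) GFP in HEPG2 cells carrying a CAGA-GFP reporter, in DMEM with 1% FBS. Well GFP was summed per cell; Activity was normalised to unstimulated and stimulated DMSO wells, then concentration-response fitting.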
# HepG2 viability: qHTS for Inhibitors of TGF-b: Cytotox Counterscreen | HepG2 CAGA-GFP viability, ATP luminescence, 18 h | Potency, µM (series often up to 46.1 µM), without a hit: top-dose activity change, negative = cytotoxicity, most hits filed as cytotoxic | 410,000 compounds, 0.76% hits; also: some results filed as inactive show a strong effect at the top dose
#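 HepG2 CAGA-GFP cells (1000/well, DMEM with 1% FBS) received compound, then TGF-beta at 500 pg/mL final, and were incubated 18 hours at 37 degrees C. Viability was read by CellTiter-Glo luminescence. Media-only wells were set as complete cell-killing and DMSO as no toxicity.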
# MCF10A rereplic: A quantitative high throughput screen for small molecules that induce DNA re-replication in MCF 10a normal breast cells; 350,000 compounds, 2.9% hits; MCF 10A DNA re-replication, Hoechst nuclear intensity, 48 h; Potency, µM (titrated, usually from 46.1 µM), inactives show at the top dose activity, positive = re-replication, usual class: activators; also: % of control where 0% means no effect; nearly all actives have a fitted effect of over 50% in size
# EPAC2 antag: qHTS for Antagonist of cAMP-regulated guanine nucleotide exchange factor 2 (EPAC2): primary screen. Rap guanine nucleotide exchange factor 4 (Homo sapiens), Q8WZA2. 360,000 compounds, 0.18% hits. EPAC2 GEF exchange of Rap1B-BODIPY-GDP, fluorescence. Potency, µM (doses to about 114 µM), for inactives: at the top dose activity, negative = inhibition, hits mostly inhibitors. AID 720708, 2013; also: % is scaled to controls: 0 for no effect and ±100 for the full control effect; nearly all actives have a fitted effect of over 45% in size; many of its hits are not listed in these tables
# Target sequence (Q8WZA2 whole entry, looked up): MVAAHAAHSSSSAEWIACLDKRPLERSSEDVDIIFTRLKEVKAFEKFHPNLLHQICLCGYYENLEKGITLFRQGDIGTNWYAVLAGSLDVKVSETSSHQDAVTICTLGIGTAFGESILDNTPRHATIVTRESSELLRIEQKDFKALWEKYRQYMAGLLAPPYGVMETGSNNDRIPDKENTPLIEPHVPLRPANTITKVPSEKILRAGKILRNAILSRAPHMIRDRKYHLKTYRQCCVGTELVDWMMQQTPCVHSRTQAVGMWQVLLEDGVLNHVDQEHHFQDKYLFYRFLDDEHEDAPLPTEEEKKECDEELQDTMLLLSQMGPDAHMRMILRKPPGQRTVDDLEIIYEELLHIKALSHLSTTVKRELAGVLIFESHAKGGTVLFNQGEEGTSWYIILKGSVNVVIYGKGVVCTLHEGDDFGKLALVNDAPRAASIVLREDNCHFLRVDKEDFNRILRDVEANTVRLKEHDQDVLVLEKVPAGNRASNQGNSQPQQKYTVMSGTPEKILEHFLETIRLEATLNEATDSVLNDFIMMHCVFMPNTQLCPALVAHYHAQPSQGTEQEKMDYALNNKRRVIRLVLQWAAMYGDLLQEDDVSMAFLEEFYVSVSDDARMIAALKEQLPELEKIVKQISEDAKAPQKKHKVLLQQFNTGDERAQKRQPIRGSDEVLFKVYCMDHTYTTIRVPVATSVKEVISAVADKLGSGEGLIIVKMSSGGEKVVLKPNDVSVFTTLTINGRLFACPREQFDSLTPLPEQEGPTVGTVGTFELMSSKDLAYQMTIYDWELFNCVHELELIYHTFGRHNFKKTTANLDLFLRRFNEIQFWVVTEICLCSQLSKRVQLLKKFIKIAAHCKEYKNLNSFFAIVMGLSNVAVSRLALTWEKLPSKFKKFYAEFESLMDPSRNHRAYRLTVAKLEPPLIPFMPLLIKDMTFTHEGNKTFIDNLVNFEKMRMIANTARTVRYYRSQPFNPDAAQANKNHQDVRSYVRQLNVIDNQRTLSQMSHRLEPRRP
# The depositor's hits bear a star; i = inactive; u = inconclusive; x = no result given; [ ] = dose if it differs, or a comment. Calls follow the shape of the dose curve; as a rule, active = well fitted curve in the direction sought with a large enough effect; inconclusive = small, poorly fitted or top-dose-only effect, or another doubt; inactive = no such curve, though single readings can be large; an effect the other way counts as inactive or inconclusive. Potency is read from the fitted curve at half-maximal effect.
SMILES	A549 tox	ATXN2 expr inh	Nrf2 block	S2 tox	Nrf2 activator	TGFb SMAD3 inh	HepG2 viability	MCF10A rereplic	EPAC2 antag
COCCn1c(SCC(=O)NC(=O)NC2CCCCC2)nc2ccccc2c1=O	-7%	-19%	-21%	i	-0.5%	-18%	-22%	6%	-1%
CCc1ccccc1N(CC(=O)Nc1cccc(N(C)S(C)(=O)=O)c1)S(C)(=O)=O	-12%	8%	-23%	i	1.8%	u	-6%	1%	-5%
CCc1nnc(N2CCN(c3ncnc4c3oc3ccccc34)CC2)s1	-6%	-30%	10µM*	i	2.8%	-1%	-4%	u	3%
COc1ccc(N2CC(C(=O)NCCc3c[nH]c4ccccc34)CC2=O)cc1 (stereo not drawn)	1%	-7%	1%	i	0.1%	17%	-20%	1%	22%
CCCCC(=O)Nc1ccc(C(=O)Nc2ccc(S(=O)(=O)Nc3nccc(C)n3)cc2)cc1	-1%	8%	12%	i	-0.5%	0%	-1%	0%	7%
Cc1ccc(/C=C/C(=O)O)cc1S(=O)(=O)N1CCc2ccccc21	-10%	2%	-7%	i	-0.4%	18%	-6%	1%	-13%
CC(NC(=O)c1cccs1)c1ccc(Cl)cc1 (stereo not drawn)	0%	-7%	u	i	0.2%	8%	-14%	0%	-5%
CCOC(=O)C1CCCN(C(=O)c2cc(CN3C(=O)c4ccccc4C3=O)ccc2OC)C1 (stereo not drawn)	-5%	1%	5%	i	-0.7%	11%	-6%	3%	-4%
O=C(Nc1ccc(Br)cc1F)c1cc2nc(-c3ccco3)cc(C(F)(F)Cl)n2n1	-3%	4%	7%	i	-0.6%	-4%	-3%	x	x
COc1cccc(CNC(=O)CN2CCCN(Cc3ccccc3)S2(=O)=O)c1	3%	3%	-11%	i	-0.4%	4%	-7%	x	x
C[C@@H]1CCCCO[C@@H](CN(C)C(=O)CCC(F)(F)F)[C@@H](C)CN([C@H](C)CO)C(=O)c2cc(N(C)C)ccc2O1	x	-9%	x	i	0.9%	u	-41%	x	5%
Cc1ccc(N2C(=O)N(CC(=O)NC(N)=O)C(=O)C2C)cc1 (stereo not drawn)	4%	6%	9%	i	0.3%	-6%	-8%	0%	u
COc1ccc(CCNC(=O)c2cnc3sc(N4CCCCC4)nn3c2=O)cc1OC	9%	-1%	16%	u	0.3%	0%	-17%	x	x
Cn1c(NNC(=O)c2c(F)cccc2F)cc(=O)n(C)c1=O	0%	x	-10%	i	-0.2%	1%	-10%	1%	11%
Cc1ccccc1C(=O)Nc1sc(C)c(C)c1C(=O)c1ccccc1	u	-3%	u	i	-0.1%	u	-21%	22%	-3%[57.1 µM]
Cc1c(C(=O)C(=O)NCC2CCCO2)c2ccccc2n1C (stereo not drawn)	-14%	-24%	-12%	u	0.0%	24%	9%	-1%	-1%
Cc1ccc(CNc2ncnc3c2nnn3C)cc1	1%	x	x	x	-0.6%	-25%	-7%	x	x
C=CCNC(=S)N1CCN(Cc2ccccc2)CC1	8%	-32%	11%	i	-0.6%	8%	12%	14%	16%
CCc1ccccc1NC(=O)c1ccc(CN2CCC(Cc3ccccc3)CC2)cc1	-25%	-22%	u	i	4.1%	u	-60%	u	0%[57.1 µM]
Cc1sc(NC(=O)Cc2ccc3c(c2)OCO3)nc1-c1ccc2c(c1)CCN2C(=O)c1ccc(F)cc1	0%	-13%	5.2µM*	u	-1.2%	4%	-12%	10%	0%
COc1ccc(S(=O)(=O)Nc2cccc(-c3ccc4nncn4n3)c2)cc1	-17%	-17%	-17%	u	2.6%	-11%	1%	5.8µM*	19%
COc1cc(O)c(CC=C(C)C)c(O)c1C(=O)CCc1ccc(O)cc1	u	u	26µM*	u	-0.8%	u	-93%	6.5µM*	-6%
CC(C)CC(NC(=O)C(NC(=O)C1OC2OC(C)(C)OC2C2OC(C)(C)OC12)C(C)C)C(=O)O (stereo not drawn)	-14%	-7%	-17%	i	-0.3%	10%	4%	-7%	8%
O=C(c1ccc(S(=O)(=O)N2CCCCC2)cc1)N1CCCC(C(F)(F)F)C1 (stereo not drawn)	1%	4%	13%	i	-0.3%	-2%	-5%	12%	20%
Cn1c(=O)c2c(nc(CN3CCN(Cc4ccccc4)CC3)n2Cc2ccc(F)cc2)n(C)c1=O	-15%	u	-9%	i	2.7%	u	-38%	8%	-7%
COc1ccccc1NC(c1ccc(Cl)cc1)c1nnc(-c2cccc(F)c2)o1 (stereo not drawn)	-1%	-22%	-7%	u	6.5%	-23%	-28%	x	x
CSc1ncccc1C(=O)OCC(=O)NC1CCCc2ccccc21 (stereo not drawn)	0%	-16%	4%	i	1.5%	-23%	-27%	4%	27%
O=C(Cn1[nH]c(=O)c2ccccc2c1=O)OCC(=O)c1ccc(F)cc1	0%	-5%	3%	i	-0.1%	4%	2%	7%	11%
Cc1ccc(C)c(C(=O)CN2C(=O)NC3(CCCCCCC3)C2=O)c1	3%	-5%	-16%	i	-0.2%	1%	-9%	0%	-1%
COc1cc2[nH]c(=S)nc(NCCC(C)C)c2cc1OC	-15%	-3%	-7%	i	7.2%	-3%	-8%	3%	-5%
CN(C)S(=O)(=O)c1cccc(N=C2SCCN2Cc2ccccc2)c1	3%	-18%	u	i	-0.2%	10%	2%	4%	2%
COc1ccccc1CN1CCNC(=O)C1CC(=O)NCCCN1CCOCC1 (stereo not drawn)	x	x	x	i	-0.8%	1%	-1%	x	2%
O=C(O)C1CCN(C(=O)c2ccco2)CC1	6%	2%	u	i	0.2%	-3%	-4%	0%	-11%
OC(CNCC(c1ccco1)N1CCCCC1)c1ccccc1 (stereo not drawn)	14%	-9%	-17%	i	-0.7%	2%	14%	9%	-2%
O=C(c1ccco1)N1CCN(c2ccccc2F)CC1	0%	10%	4%	i	-0.7%	-5%	0%	-1%	0%
COCC1CCN(C(=O)C2CCC(=O)N(Cc3ccc(Cl)cc3)C2)CC1 (stereo not drawn)	-4%	3%	6%	u	-0.3%	-11%	-2%	11%	-3%
CN(C)CCCNC(=O)C[C@H]1C[C@H](C(=O)N2CCOCC2)[C@@]2(CCC3CCCC3)c3[nH]c4cc(CCC(=O)N(C)C)ccc4c3CCN2C1=O	-2%	4%	10%	i	0.5%	4%	7%	-4%	7%
Cc1cc(C)c(S(=O)(=O)NCc2cccs2)cc1C	1%	2%	-4%	i	-0.6%	-29%	4%	-1%	-6%
Oc1ccc(-c2nnc(SCC3CCCCC3)o2)cc1	-10%	43%[activator]	27%	u	2.2%	-29%	11µM*	u	9%
O=C(O)c1ccc(NS(=O)(=O)c2ccc3c(c2)OCCO3)cc1	-7%	9%	5%	i	0.5%	-1%	1%	1%	8%
Cc1ccc(OC(C)C(=O)Nc2cccc(S(=O)(=O)N3CCCCCC3)c2)cc1 (stereo not drawn)	x	x	x	i	-0.1%	-13%	6%	x	6%
C[C@H]1CN=C(N(C)C)N1CC1CCC(C(C)(C)C)CC1 (stereo partly drawn)	-2%	-10%	2%	u	-0.3%	u	-37%	u	-3%
O=C(COC(=O)c1cnc(Cl)c(Cl)c1)NCc1cccs1	-6%	6%	10%	i	3.6%	5%	-1%	u	-10%
COC(=O)c1ccc(C23CC4(C2)[C@H](CN(Cc2cccnc2)[C@@H]4c2ccccc2)C3c2ccc(Cl)nc2)cc1 (stereo partly drawn)	-5%	-14%	-7%	u	7.5%	u	7%	-10%	-2%
Cc1ccc(-n2nnc3c(=O)n(CC(=O)OCc4ccccc4)cnc32)cc1	u	-5%	0%	i	0.4%	-7%	-4%	-5%	4%
Cc1noc(C)c1C(=O)N1CCC1(C)C(=O)NS(=O)(=O)c1cccc(OC(F)F)c1 (stereo not drawn)	x	6%	x	i	0.0%	17%	-2%	x	16%
CC(C)(C)C(=O)Nc1cc(NC(=O)C(C)(C)C)cc(C(=O)NNC(=O)c2ccncc2)c1	3%	147%[activator]	-5%	i	-0.4%	-5%	-30%	0%	9%
Cc1ccc(SCc2cn3c(C)cc(C)nc3n2)cc1	1%	16%	6%	i	2.1%	19%	3%	1%	0%
COc1cc(NC(=O)CCC2CCCC2)cc(-n2cnnn2)c1	-4%	0%	-13%	i	2.0%	10%	-2%	-6%	13%
Cc1ccc(C(=O)c2cn(Cc3ccccc3)c3nc(C)ccc3c2=O)cc1	-3%	-2%	-4%	i	0.6%	u	-38%	x	x
CCSc1ccc(C(=O)Nc2ccc(Br)cn2)cc1[N+](=O)[O-]	-2%	x	0%	u	-0.1%	2%	-8%	u	-1%
O=C1c2ccccc2C(=O)N1OCc1ccc(Cl)cc1	-3%	-13%	11%	i	4.3%	16%	-15%	3%	-3%
CC(C)Cn1c(SCC(=O)O)nnc1-c1cccc(S(=O)(=O)N2CCOCC2)c1	5%	-9%	3%	i	0.0%	-9%	2%	2%	2%

# Only S2 tox, Nrf2 activator and ATXN2 expr inh, for 3 of the compounds above:
SMILES	S2 tox	Nrf2 activator	ATXN2 expr inh
COc1ccc(S(=O)(=O)Nc2cccc(-c3ccc4nncn4n3)c2)cc1	u	2.6%	-17%
Cc1noc(C)c1C(=O)N1CCC1(C)C(=O)NS(=O)(=O)c1cccc(OC(F)F)c1 (stereo not drawn)	i	0.0%	6%
CCCCC(=O)Nc1ccc(C(=O)Nc2ccc(S(=O)(=O)Nc3nccc(C)n3)cc2)cc1	i	-0.5%	8%

# Taken from above.
# O=C1c2ccccc2C(=O)N1OCc1ccc(Cl)cc1 in ATXN2 expr inh is entered as -13%
# C=CCNC(=S)N1CCN(Cc2ccccc2)CC1 in A549 tox is entered as 8%

# An excerpt. The share of hits here may be higher or lower than overall.
